Screening results (PubChem)
LGR2 antag: blocks bursicon-induced cAMP signaling via Drosophila LGR2 | HEK293 LGR2, CRE-luciferase, bursicon-stimulated, 4 h | hit rate 0.35% among 380,000 | inhibition, % at 9.99 µM;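 active = drop in luminescence signal, shown as inhibition above about 50% in the replicate tests, limit read from the data, passing the limit was not always enough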;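 also: agonist challenge used bursicon conditioned medium at about half maximal strength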
PGC1a acetyl inh: lowers PGC1a acetylation signal in U2OS cells | AlphaScreen anti-acetyl-lysine; with virally co-expressed GCN5 acetyltransferase | inhibition, % at 15.6 µM | hit rate 0.17% among 350,000;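 active = every replicate shows inhibition of at least 40%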;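 also: 0% = neutral control wells and 100% = positive control wells; some results beyond the cut were filed as inactive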
FN deposition inh: fibronectin deposition inhibition; AH1F fibroblasts, Alexa488-fibronectin deposition fluorescence, overnight; inhibition, % at 12.6 µM; hit rate 0.086% among 350,000;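 active = mean inhibition across replicates of 30% or more, regardless of how many single replicates reach that level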;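 also: positive control wells lacked labelled fibronectin entirely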
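Assay system: AH1F fibroblasts / Quantity: 10000 cells per well / Medium: DMEM plus 2% serum, read in PBS / Reagent: labelled fibronectin 24 nM / Dosing: single dose, pinned / Times: 1 h cell attachment, overnight exposure to compound and label / Signal: fluorescence, ex 485 nm, em 525 nm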
ERAP1 inh: ERAP1 (human) enzyme inhibition | Q9NZ08 | recombinant ERAP1, Leu-AMC fluorescence, 60 min | inhibition, % at 10.7 µM | hit rate 0.15% among 340,000 | AID 652197;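 active = mean replicate inhibition of at least 30%, or all replicates individually reaching that 30% level; inactive = mean below 30% and not every replicate reaching it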;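 also: 0% = neutral control wells and 100% = L-leucinethiol positive control wells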
Target sequence (Q9NZ08 whole entry, looked up): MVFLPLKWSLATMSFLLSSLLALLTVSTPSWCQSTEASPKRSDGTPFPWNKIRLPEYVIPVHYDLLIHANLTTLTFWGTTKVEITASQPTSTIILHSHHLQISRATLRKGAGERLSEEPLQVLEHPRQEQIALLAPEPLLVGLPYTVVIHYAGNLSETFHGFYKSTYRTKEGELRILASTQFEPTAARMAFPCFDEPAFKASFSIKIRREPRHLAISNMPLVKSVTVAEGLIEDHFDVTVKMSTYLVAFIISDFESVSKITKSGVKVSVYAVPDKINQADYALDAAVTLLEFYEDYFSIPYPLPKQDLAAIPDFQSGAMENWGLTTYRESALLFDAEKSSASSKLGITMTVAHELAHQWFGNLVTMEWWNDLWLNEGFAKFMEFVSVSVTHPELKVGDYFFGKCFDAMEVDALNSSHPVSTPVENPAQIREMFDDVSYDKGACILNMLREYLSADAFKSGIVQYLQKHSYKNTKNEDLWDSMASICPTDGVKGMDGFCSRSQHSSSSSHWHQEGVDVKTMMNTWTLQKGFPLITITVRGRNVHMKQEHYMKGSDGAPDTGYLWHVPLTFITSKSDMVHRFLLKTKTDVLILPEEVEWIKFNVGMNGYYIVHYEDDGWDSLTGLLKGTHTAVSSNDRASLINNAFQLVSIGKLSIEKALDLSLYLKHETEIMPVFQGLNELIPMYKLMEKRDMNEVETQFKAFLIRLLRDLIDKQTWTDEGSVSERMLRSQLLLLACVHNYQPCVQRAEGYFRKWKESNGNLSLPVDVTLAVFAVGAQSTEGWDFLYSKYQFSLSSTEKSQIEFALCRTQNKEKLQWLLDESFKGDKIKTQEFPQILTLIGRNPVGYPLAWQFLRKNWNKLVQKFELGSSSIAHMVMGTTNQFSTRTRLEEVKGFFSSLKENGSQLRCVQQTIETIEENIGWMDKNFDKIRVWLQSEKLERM
PglD DTNB: PglD (C. jejuni) enzyme inhibition; purified PglD enzyme, DTNB colorimetric CoA detection; AID 602405; hit rate 0.098% among 360,000; inhibition, % at 12.5 µM; in the data active = inhibition above about 16%, passing the limit was not always enough; also: strong numbers were not always called active
EWS-Fli block: inhibitors of EWS/Fli oncoprotein transcriptional activity; hit rate 0.67% among 350,000; inhibition, % at 12.6 µM; A673 NR0B1-luciferase reporter, viability-normalised;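 active = mean inhibition of at least 50% after viability correction, with every replicate also passing that limit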;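 also: firefly luciferase signal divided by Alamar Blue viability fluorescence both relative to DMSO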
S100A4 inh HTS: inhibitors of human S100A4 binding to myosin IIA peptide. inhibition, % at 10.7 µM. S100A4/TAMRA-MyoIIA peptide fluorescence polarization. P26447. hit rate 0.14% among 360,000;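 active = mean inhibition of at least 70% across replicates, with every replicate also reaching that level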
Target sequence (P26447 whole entry, looked up): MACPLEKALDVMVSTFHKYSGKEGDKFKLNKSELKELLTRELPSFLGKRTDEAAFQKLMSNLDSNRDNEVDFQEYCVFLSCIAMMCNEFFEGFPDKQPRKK
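Material: S100A4 monomer protein | Medium: HEPES pH 7.2 with CaCl2, KCl, NaCl, DTT, Triton | Reagent: Labelled myosin peptide probe, 5 nM | Doses: One dose per compound | Times: 5 min incubation before reading | Benchmarks: Neutral control DMSO, positive control TFP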
PAX8 inh HTS: lowers PAX8-driven luciferase in RMG-I cells; RMG-I TPO-luciferase reporter, SteadyGlo, 24 h; inhibition, % at 12.6 µM; hit rate 1.2% among 360,000; AID 652154;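 active = mean replicate inhibition at least 60% with every replicate also reaching 60%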;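 also: luciferase light reporting Pax8 driven TPO promoter activity; plate controls were median of neutral control wells for no effect and mitoxantrone controls for full effect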
Starred values were filed as active, the others as inactive; nt = no result given; & = joins results of further samples.

The opening two entries (preview)
SMILES	LGR2 antag	PGC1a acetyl inh	FN deposition inh	ERAP1 inh	PglD DTNB	EWS-Fli block	S100A4 inh HTS	PAX8 inh HTS
COc1ccc(S(=O)(=O)N2CCOCC2)cc1C(=O)NCc1c(C)nn(Cc2ccccc2)c1C	-8	-3	2	0	-4	3	-1	2
O=C(C[C@@H]1C[C@@H]2c3cc(NC(=O)NC4CCCC4)ccc3O[C@@H]2[C@@H](CO)O1)NCc1cccc(F)c1	12	-14	nt	1	3	-7	-6	7

Main list, from the start:
SMILES	LGR2 antag	PGC1a acetyl inh	FN deposition inh	ERAP1 inh	PglD DTNB	EWS-Fli block	S100A4 inh HTS	PAX8 inh HTS
COc1ccc(S(=O)(=O)N2CCOCC2)cc1C(=O)NCc1c(C)nn(Cc2ccccc2)c1C	-8	-3	2	0	-4	3	-1	2
O=C(C[C@@H]1C[C@@H]2c3cc(NC(=O)NC4CCCC4)ccc3O[C@@H]2[C@@H](CO)O1)NCc1cccc(F)c1	12	-14	nt	1	3	-7	-6	7
CC(=O)Nc1cccc(-c2ccnc3c2CC(C)(C(=O)Nc2cccc(Oc4ccccc4)c2)O3)c1 (stereo unspecified)	12	8	23	-1	0	20	-8	64*
COCCCNC(=O)CSc1nc2cc(S(=O)(=O)N3CCCCC3)ccc2o1	-4	nt	11	-1	nt	1	-3	8
Cc1ccc(C23CC4CC(CC(C(=O)NC(C)C(=O)O)(C4)C2)C3)cc1 (stereo unspecified)	5	0	-13	2	1	16	-4	-11
O=C(NCc1ccncc1)/C(=C/c1cccc([N+](=O)[O-])c1)NC(=O)c1ccccc1	4	0	5	nt	4	2	3	8
O=c1c2ccccc2nc(SCc2nnc(-c3ccccc3)o2)n1-c1ccccc1	3	6	nt	-1	-6	12	-1	nt
CCCNC(=O)N1CC[C@@H]2[C@@H](CO)N(C)c3ccc(-c4ccc(F)cc4)cc3[C@@H]21	38	21	-9	2	1	15	93*	34
O=C(NCC[C@@H]1CC[C@H](NS(=O)(=O)c2cccc(F)c2)[C@@H](CO)O1)C1CCCCC1	-13	0	0	0	3	-2	-10	1
O=C(NN1C(=O)C2C3C=CC(O3)C2C1=O)c1ccccc1 (stereo unspecified)	-5	nt	-15	-2	nt	8	-2	0
O=C(NCc1ccccn1)[C@@H]1CCCN1C(=O)[C@@H]1CCCN1C(=O)c1cccc(Cl)c1	1	nt	-2	nt	nt	0	-1	2
N#Cc1nc(-c2ccccc2F)oc1NCCc1ccccc1	nt	-6	-10	nt	-6	nt	nt	-44
COC(=O)Nc1ccc(S(=O)(=O)N2CCCC(C(=O)NCC3CCCO3)C2)cc1 (stereo unspecified)	-5	-25	-1	2	-2	-1	3	9
CCOc1ccccc1NC(=O)COC(=O)c1ccccc1SCC(=O)N1CCCC1	8	nt	2	1	4	-2	4	30
O=C(N[C@H]1CC[C@H](CCNS(=O)(=O)c2ccc(F)cc2)O[C@@H]1CO)C1CCOCC1	13	-13	nt	-4	5	5	-3	13
Cc1ccc(NC(=O)Cn2cnc3sc(C(=O)NCc4ccco4)c(C)c3c2=O)cc1Cl	0	-1	2	nt	1	nt	nt	nt
CCN(CC)C(=O)c1cc2c(=O)n3cccc(C)c3nc2s1	-7	6	1	18	-2	-20	2	20
O=C(CCCCC(=O)Nc1ccccc1Cl)Nc1ccccc1Cl	-3	-6	-2	2	-3	8	18	2
CCOc1ccc(-n2c(Cc3cc(=O)[nH]c(=O)[nH]3)nnc2SCc2cccnc2)cc1	8	-1	-5	nt	-2	-8	5	-1
COc1ccc(-c2noc3c2-c2nc(C(C)C)sc2CC3)cc1	14	6	-6	nt	6	-3	nt	-9
CCC(C(=O)NCCc1c[nH]c2cc(OC)ccc12)c1ccccc1 (stereo unspecified)	0	15	-8	-2	-2	10	-2	6
Cc1cc(C)c2nc(N(CCN(C)C)C(=O)/C=C/c3cccs3)sc2c1	16	1	1	0	1	-8	-2	-25
N#Cc1cnn(-c2cccc(Cl)c2)c1N	-7	10	0	-2	nt	-5	6	13
O=C(O)c1ccc(N/N=C/c2cccc3cccnc23)cc1	-42	4	6	0	-11	-68	6	-64
CCOC(=O)/C=C1\CN(Cc2cc(OC)c(OC)c(OC)c2)S(=O)(=O)c2ccccc21	nt	4	-19	9	2	3	-16	19
CCOC(=O)C1=C(C(F)(F)F)Nc2ncnn2C1c1cc(OC)ccc1OC (stereo unspecified)	5	7	5	nt	-5	nt	nt	-3
Cc1ccc(/C=N\NC(=O)C2CN(S(=O)(=O)c3ccccc3)CCN2S(=O)(=O)c2ccccc2)cc1 (stereo unspecified)	-2	-11	-3	-1	4	4	-5	30
COc1cccc(/C=N\NC(=O)Cn2nnc3ccccc32)c1O	-5	-1	6	-4	nt	1	5	8
CO[C@@H](CN(C)Cc1ccc(-c2ccccn2)cc1)[C@@H](C)CN(C(=O)Nc1ccc(F)cc1)[C@H](C)CO	-5	-1	-1	1	2	-11	7	nt
Cc1ccc(S(=O)(=O)N(C)C)cc1NC(=S)NCc1ccco1	-34	nt	8	-2	1	12	-2	-2
Cc1ccc(C(=O)O)cc1N1C(=O)c2cccc3c([N+](=O)[O-])ccc(c23)C1=O	-3	0	-14	8	3	17	4	-1
Cc1c(C(=O)NCc2ccccc2CN2CCCC2)oc2ccc(F)cc12	nt	8	2	1	-3	11	0	17
CCCCCCCCCC(=O)N[C@H](CN1CCOCC1)[C@H](O)c1ccccc1	1	6	nt	-4	1	2	-10	-3
CN(C)CCOc1cccc(Br)c1	0	-2	nt	-3	nt	-7	-1	-7
CN(C(=O)c1cnccn1)c1c(N)n(Cc2ccccc2)c(=O)[nH]c1=O	-4	nt	6	3	2	-5	-2	0
O=C(COC(=O)c1ccc(S(=O)(=O)Nc2ccccc2)cc1)NC1CCCC1	10	-7	-8	6	-2	2	1	-17
CC(C)[C@H](NC(=O)OC(C)(C)C)C(=O)N/N=C/c1cccc2nccnc12	-1	-2	nt	-2	3	6	4	nt
Cc1ccc(C(OCC(O)CNC(CO)C(O)c2ccc([N+](=O)[O-])cc2)c2ccccc2)cc1 (stereo unspecified)	6	12	5	0	-4	25	1	-8
O=C(C1CCCC1)N1CC(=O)N2[C@H](CO)[C@@H](c3ccc(C#CC4CCCC4)cc3)[C@@H]2C1	-9	12	nt	-1	nt	-8	-6	17
C[C@H](CO)N1C[C@H](C)[C@H](CN(C)C(=O)Cc2cccnc2)Oc2cc(C3=CCCCC3)ccc2S1(=O)=O	-4	-6	-2	-4	2	0	-53	nt
C[C@@H]1CN([C@H](C)CO)C(=O)c2cc(NS(=O)(=O)c3cn(C)cn3)ccc2O[C@@H](C)CCCCO[C@H]1CN(C)C(=O)Nc1ccc(C(F)(F)F)cc1	9	-1	-4	1	0	5	-6	1
CC(=O)NN1C(=O)c2ccccc2NC1c1cccc([N+](=O)[O-])c1 (stereo unspecified)	14	-3	0	0	-7	8	2	8
CC(C)c1nc2oc3c(=O)[nH]cnc3c2c2c1CCC2	nt	-45	4	nt	-1	nt	nt	7
O=C(CCn1c(=S)[nH]c2ccccc2c1=O)NCCc1ccc(Cl)cc1	nt	nt	nt	-4	nt	-17	0	-4
CCOc1ccccc1C(=O)Nc1nnc(SCC(=O)Nc2cc(C)on2)s1	6	-3	-4	2	nt	-7	-5	-3

An excerpt from above in order of formula weight, low to high:
SMILES	LGR2 antag	PGC1a acetyl inh	FN deposition inh	ERAP1 inh	PglD DTNB	EWS-Fli block	S100A4 inh HTS	PAX8 inh HTS
Cc1ccc(S(=O)(=O)N(C)C)cc1NC(=S)NCc1ccco1	-34	nt	8	-2	1	12	-2	-2
Cc1cc(C)c2nc(N(CCN(C)C)C(=O)/C=C/c3cccs3)sc2c1	16	1	1	0	1	-8	-2	-25
COCCCNC(=O)CSc1nc2cc(S(=O)(=O)N3CCCCC3)ccc2o1	-4	nt	11	-1	nt	1	-3	8
Cc1ccc(NC(=O)Cn2cnc3sc(C(=O)NCc4ccco4)c(C)c3c2=O)cc1Cl	0	-1	2	nt	1	nt	nt	nt

New compounds follow:
SMILES	LGR2 antag	PGC1a acetyl inh	FN deposition inh	ERAP1 inh	PglD DTNB	EWS-Fli block	S100A4 inh HTS	PAX8 inh HTS
Cc1ccc(NC(=O)C(C)OC(=O)Cn2cnc3ccccc3c2=O)cc1 (stereo unspecified)	2	4	-1	1	-1	-4	-1	-18
CC(C)NC(=O)Nc1cccc2c1O[C@@H](CN(C)S(=O)(=O)c1ccc(F)cc1)[C@@H](C)CN([C@H](C)CO)C2=O	5&-9	-13&-1	0&4	-6&6	-2&-2	-1&11	-3&0	-14&16
O=C1[C@@H]2Cc3c([nH]c4ccccc34)C(c3cccc([N+](=O)[O-])c3)N2C(=O)CN1CCCO (stereo partly specified)	-6	2	8	0	-3	5	-4	-4
Cc1ccc(C(=O)N(Cc2nc(-c3ccc(C)cc3)no2)C(C)C)cc1	9	3	-1	0	-2	6	-2	28
C=CCN1CC(C(=O)N2CCC(Cc3ccc(Cl)cc3)(C(=O)OCC)CC2)CC1=O (stereo unspecified)	-2	5	0	nt	4	3	-3	9
CC1CCCC(NC(=O)CNC(=S)N(Cc2ccccc2)Cc2cccs2)C1C (stereo unspecified)	12	7	-6	-1	nt	3	-2	21
Cc1c(NC(=O)c2ccc(NS(=O)(=O)c3cccc([N+](=O)[O-])c3)cc2)c(=O)n(-c2ccccc2)n1C	3	nt	1	-6	-7	4	7	2
O=C(Nc1cccc(S(=O)(=O)NCc2ccco2)c1)c1ccc(Cl)cc1	-5	0	9	1	2	11	1	2
Cc1noc(C)c1NC(=O)N(C)C[C@@H]1Oc2ccc(NC(=O)CCN3CCOCC3)cc2CC(=O)N([C@H](C)CO)C[C@@H]1C	4	6	-2	-2	-1	-3	1	nt
CCc1cc2cc(OC)ccc2nc1SCC(=O)NNC(=O)c1ccco1	-14	4	-1	-3	nt	3	0	-2
C[C@@H]1CN([C@H](C)CO)C(=O)Cc2cc(NC(=O)C3CCCCC3)ccc2O[C@@H]1CN(C)Cc1ccc(Cl)c(Cl)c1	9	-22	13	1	0	18	-16	11
N#Cc1ccccc1S(=O)(=O)N1CCN(C(=O)Cc2coc3cc(O)ccc23)CC1	12	11	6	1	5	5	40	16
CC(=O)Cc1nsc(Nc2ccc(Cl)cc2)n1	-82	nt	nt	5	nt	-62	2	-92
CCC(=O)N(C)C[C@@H]1Oc2ncc(C#CC3(O)CCCC3)cc2C(=O)N([C@@H](C)CO)C[C@H]1C	-10	2	nt	0	0	-7	22	-4
O=C(Nc1cccc(S(=O)(=O)NCc2ccco2)c1)c1cc(-c2ccccc2)nc2ccccc12	10	nt	nt	12	nt	17	1	76*
CCOCCCNC(=S)N(CCN(CC)CC)Cc1cc2cc3c(cc2[nH]c1=O)OCCO3	8	-5	2	0	-5	-3	-5	8
CCc1ccc(C2(C)SC(NC(C)=O)=NN2C(C)=O)cc1 (stereo unspecified)	nt	-2	-8	nt	1	nt	nt	14
O=C(COc1ccccc1Cl)N(Cc1cccs1)C1CCS(=O)(=O)C1 (stereo unspecified)	1	-5	-1	-8	-5	6	0	15
Cc1ccc(C(=O)NNC(=S)NC(=O)c2ccccc2)cc1	nt	nt	-6	-1	nt	21	0	1
C[C@H]1CN([C@@H](C)CO)C(=O)Cc2cc(NC(=O)Cn3cnnn3)ccc2O[C@H]1CN(C)C(=O)Nc1cccc2ccccc12	9	-3	4	nt	-1	4	nt	24
O=C(C[C@@H]1C=C[C@H](NC(=O)Nc2ccccc2F)[C@@H](CO)O1)NCc1ccc(F)cc1	15	0	nt	-2	-3	-4	-8	6
Cn1nc(-c2ccccc2F)c2cc(C(=O)Nc3ccc4c(c3)OCCO4)sc21	nt	-14	13	nt	9	nt	nt	-1
CN(C)CCNC(=O)Nc1ccc([N+](=O)[O-])cc1	1	nt	-3	nt	-8	-13	-11	-5
C[C@@H]1CN([C@@H](C)CO)S(=O)(=O)c2ccc(C#C[C@@H](C)O)cc2O[C@H]1CN(C)C(=O)C1CC1	20	1	-2	3	0	16	7	nt
